# CCT chaperon mod – changes cytosolic chaperonin activity; activity change, % (concentration not given with the values), hits read low; actives 0.3% (n = 360,000); purified chaperonin ATPase assay, HTRF ADP detection, 30 min; AID 651819; in the data active means activity change below about -30%; further: on the % scale 0 is the no-effect control and ±100 the full control effect
#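 TRiC at 40 or 20 nM final (batch-dependent) in 30 mM Tris pH 7.4, 100 mM KCl, 5 mM MgCl2, 1 mM DTT, with compound at single 76 uM and 10 uM ATP, 30 min at 37 deg C. ADP detected by HTRF Transcreener, 665/615 ratio.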
# IL-2 act – activators of IL-2; IL-2 activation reporter assay, cell-based qHTS; stimulated with anti-CD3/CD4/CD28 beads; in transgenic mouse T cells; activation, % (series mostly up to about 46 µM); actives 0.065% (n = 360,000); AID 652025; in the data active means activation above about 50%; inconclusive means mostly about 30% to 49%; further: 0% is about no effect
#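 Readout: EGFP and DsRed signals by fluorescent plate cytometry. Unstimulated transgenic mouse T cells received compound 60 min before antibody-bead stimulation, then incubated 18 h at 37 degrees C.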
# EPAC1 antagonist – antagonists of human EPAC1; O95398; EPAC1 GEF assay, Rap1b-BODIPY-GDP exchange fluorescence; Potency, µM (titrated, usually from 115 µM), without a hit: at the highest dose activity change, negative = inhibition, usual class: inhibitors; actives 0.14% (n = 360,000); AID 720709;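 further: potency means the concentration at half of the fitted maximal effect; plate controls were vehicle for no effect and positive control for full effect; nearly all actives have a fitted effect of over 50% in size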
# WRN inhibitor – blocks human WRN helicase; Potency, µM (top dose mostly 114 µM), without a hit: at the top dose activity change, negative = inhibition, hits mostly inhibitors; actives 0.46% (n = 360,000); Q14191; WRN helicase unwinding, fluorescent forked duplex, kinetic; further: potency means the concentration at half of the fitted maximal effect; on the % scale 0 is the no-effect control and ±100 the full control effect; nearly all actives have a fitted effect of over 55% in size
#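 Primary qHTS, 1536-well format. 20 nM WRN + compound, 15 min RT; start with 100 nM forked fluorophore/quencher duplex, 2 mM ATP (final); kinetic read ex 525/em 598 nm.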
# PI5P4Ka inh – inhibitors of human PI5P4K alpha; PI5P4Kalpha enzyme, ADP-Glo luminescence, 60 min; stronger effect = lower value; max response, %; actives 1.2% (n = 330,000); AID 652105; active means max response of -50% or lower; inconclusive means between -30% and -50%; inactive means -30% or higher; further: value at the top dose of about 77 µM; on the % scale 0 is the no-effect control and ±100 the full control effect
#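 Luminescence from ADP-Glo served as readout of PI5P4Kalpha activity in a qHTS format. Reaction: enzyme, substrate, compound, ATP at 5 microM final, 60 min at RT.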
# PLK1 PBD block – PLK1 (human) polo-box domain binding inhibition; P53350; Plk1 PBD binding of FITC phosphopeptide, fluorescence polarization; Potency, µM, without a hit: max response, negative = inhibition, actives largely listed as inhibitors; actives 2.8% (n = 360,000); AID 720504; further: potency means the concentration at half of the fitted maximal effect; series mostly up to about 57 µM; on the % scale 0 is the no-effect control and ±100 the full control effect; nearly all actives have a fitted effect of over 65% in size
# EPAC1 ag – EPAC1 (human) agonism. O95398. EPAC1 agonist qHTS, biochemical assay; response scale: 100% = response to 6.5 mM cAMP. Potency, µM (series often up to 154 µM), for the others: at the top dose activation, hits mostly activators. actives 0.073% (n = 360,000). AID 720707; further: potency means the concentration at half of the fitted maximal effect; nearly all actives have a fitted effect of over 60% in size
#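 Normalized to 6.5 mM cAMP, activity reflects EPAC1-catalysed release of BODIPY-GDP from Rap1B, followed kinetically over 30 min at 480 nm excitation, 540 nm emission. Reaction contained 100 nM EPAC1, 250 nM Rap1B-BODIPY-GDP, 50 uM GDP.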
# EPAC2 agonist – agonists of human EPAC2 (RAPGEF4); actives 0.079% (n = 360,000); Q8WZA2; AID 720711; EPAC2 activation, biochemical qHTS; response scale: 100% = 6.5 mM cAMP response; Potency, µM (series often up to 154 µM), without a hit: top-dose activation, usual class: activators; further: potency means the concentration at half of the fitted maximal effect; nearly all actives have a fitted effect of over 50% in size
# Target sequence (Q8WZA2 whole entry, looked up): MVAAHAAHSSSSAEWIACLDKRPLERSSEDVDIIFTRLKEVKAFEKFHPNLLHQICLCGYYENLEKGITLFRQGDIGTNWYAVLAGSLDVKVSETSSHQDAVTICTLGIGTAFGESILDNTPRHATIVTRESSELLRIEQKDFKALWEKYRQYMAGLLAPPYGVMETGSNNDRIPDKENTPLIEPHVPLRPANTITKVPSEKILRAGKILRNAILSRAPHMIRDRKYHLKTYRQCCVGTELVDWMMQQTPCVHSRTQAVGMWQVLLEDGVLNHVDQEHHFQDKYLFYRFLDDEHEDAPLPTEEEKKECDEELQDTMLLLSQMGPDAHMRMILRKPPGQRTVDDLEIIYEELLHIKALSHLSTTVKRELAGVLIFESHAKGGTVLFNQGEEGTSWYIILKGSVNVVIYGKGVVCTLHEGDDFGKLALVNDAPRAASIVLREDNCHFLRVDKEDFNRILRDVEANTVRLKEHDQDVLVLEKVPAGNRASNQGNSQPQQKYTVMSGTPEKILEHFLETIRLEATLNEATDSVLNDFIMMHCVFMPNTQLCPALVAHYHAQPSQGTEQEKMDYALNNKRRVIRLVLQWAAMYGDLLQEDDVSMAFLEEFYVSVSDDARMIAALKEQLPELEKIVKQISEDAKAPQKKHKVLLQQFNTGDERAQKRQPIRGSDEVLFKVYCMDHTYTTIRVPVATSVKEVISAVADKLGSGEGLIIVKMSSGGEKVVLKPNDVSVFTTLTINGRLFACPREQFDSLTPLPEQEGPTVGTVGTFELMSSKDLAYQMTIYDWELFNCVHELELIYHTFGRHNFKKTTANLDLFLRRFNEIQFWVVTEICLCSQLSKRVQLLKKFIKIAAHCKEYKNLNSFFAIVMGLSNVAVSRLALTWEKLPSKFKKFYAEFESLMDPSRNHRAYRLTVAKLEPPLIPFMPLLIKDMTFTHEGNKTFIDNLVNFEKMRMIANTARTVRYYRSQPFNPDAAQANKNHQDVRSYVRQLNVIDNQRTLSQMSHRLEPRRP
#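 Compounds were titrated in qHTS against a Rap1B-BODIPY-GDP (250 nM) complex with EPAC2 (100 nM) and GDP (50 uM). BODIPY-GDP release tracked at 480/540 nm over 30 min at room temperature, normalized to 6.5 mM cAMP.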
# * hit, by the source's call; ? = inconclusive; / = not tested or not shown; [ ] = dose if it differs, or a comment. Unless noted, the call rests on the fitted dose curve; in most records, active means well fitted curve in the direction sought with a large enough effect; inconclusive means small, poorly fitted or top-dose-only effect, or another doubt; inactive means no such curve, though single readings can be large; an effect the other way counts as inactive or inconclusive.
SMILES,CCT chaperon mod,IL-2 act,EPAC1 antagonist,WRN inhibitor,PI5P4Ka inh,PLK1 PBD block,EPAC1 ag,EPAC2 agonist
O=C(Nc1cccc2ccccc12)c1cn(-c2ccccc2)nc1-c1cccs1,-1.1,1.8,1%,-11%,/,3%,13%,8%
CCCCCCN1CCN(C2CN(Cc3cn(Cc4cccc(Cl)c4)nn3)S(=O)(=O)C2)CC1 (stereo not given),-0.5,-0.9,?,-9%,1,-17%,-1%,4%
Cc1cc2nc(/C(C#N)=C/c3ccncc3)[nH]c2cc1C,-2.2,-1.6,-5%,-13%,-17,27µM*,5%,2%
O=C1CC(O)(C(F)(F)F)Oc2c1ccc1ccccc21 (stereo not given),3.4,0.6,12%,217%[activator],/,-12%,3%,10%
O=C1NC2(CCCCCC2)Cc2ccccc21,-0.1,-0.7,-16%,-10%,/,-10%,2%,9%
Cc1nc(SCC(=O)Nc2ccc3c(c2)OCO3)c(C#N)c2c1CCCC2,-13,1.0,-6%,2%,-10,-13%,2%,18%
CC(=O)Nc1cccc(-c2cc(N3CCN(CCO)CC3)n3nccc3n2)c1,-1.7,1.6,1%,-2%,1,-10%,-1%,4%
COc1cccc(NC(=O)N2CCCC2C(=O)NCc2ccccc2F)c1 (stereo not given),0.3,-0.2,-16%,10%,6,2%,-1%,-10%
COc1ccc(CCNC(=O)c2nonc2N)cc1OC,-4.4,-1.0,-11%,-10%,1,-9%,5%,13%
Cc1ccc(C(=O)N2CCN(Cc3ccccc3)CC2)o1,-1.8,-1.5,2%,11%,-11,-12%,-3%,17%
CN(c1ccccc1)S(=O)(=O)c1ccc(Cl)c(C(=O)OCC(N)=O)c1,0.0,0.7,0%,8%,3,2%,-1%,5%
CC(O)CNCCCCOc1ccc(OCc2ccccc2)cc1 (stereo not given),0.7,-1.3,1%,2%,0,4%,-7%,-2%
CC(=O)Nc1nc(C2CC2)cc(-c2ccccc2)c1C#N,0.3,-1.6,4%,4%,4,-4%,-1%,5%
O=C(CN1C(=O)COc2ccccc21)N1CCc2ccccc21,1.8,-0.4,0%,-13%,/,1%,-9%,-2%
O=C(NCc1ccccc1)C(c1cccs1)N(C(=O)c1csnn1)C1CC1 (stereo not given),-0.3,-0.9,11%,-7%,6,0%,4%,4%
O=C(Cc1ccc(N2CCNC2=O)cc1)N1CCCC(Nc2ccc(F)c(F)c2)C1 (stereo not given),-1.3,-5.0,-10%,9%,-11,-15%,-8%,9%
Cc1c(C)n(C(=O)CSc2nccn2C)c2ccccc12,-1.0,0.5,-10%,-5%,-1,-29%,1%,-2%
CN(C)c1ccc(NC(N)=S)cc1,2.6,-3.7,2%,-10%,-7,-11%,3%,9%
CCOC(=O)/C=C1\SCC(=O)N1Cc1ccc(Br)cc1,-2.2,-1.7,-10%,2%,1,-1%,14%,-5%
N#CCCn1nc(-c2ccc(Br)cc2)cc1Nc1ccccc1NC(=O)C(F)(F)F,-3.8,-4.8,?,-7%,27,4%,13%,10%
COc1ccccc1N(C)S(=O)(=O)c1ccc(C(=O)OCC(=O)NCC(F)(F)F)cc1,0.4,2.3,-20%,1%,4,-4%,-3%,-3%
COc1ccccc1N1C(=O)CC(N2CCN(c3ccc(F)cc3)CC2)C1=O (stereo not given),-0.5,-0.5,4%,6%,-2,-12%,18%,6%
COc1ccccc1CNc1cc(-c2ccccc2)ccc1OC,-1.6,-0.2,-8%,3%,0,-12%,12%,3%
COc1cc(NC(=S)N2CCCC2)cc(OC)c1,2.6,0.5,5%,3%,-4,-4%,-12%,1%
N#Cc1ccccc1NC(=O)CN1CCN(c2ccccn2)CC1,-0.3,0.2,-8%,2%,0,-13%,10%,7%
COc1cccc(CC2(CO)CCN(CC3=CC[C@H]4C[C@@H]3C4(C)C)CC2)c1,0.6,-0.4,3%,-3%,10,0%,-6%,0%
O=C(CSc1nc2c(c(=O)[nH]1)CCC2)Nc1cccc(F)c1,-1.0,0.4,-9%,3%,-4,-11%,9%,5%
CCCCCNCC(=O)Nc1cc(C(F)(F)F)ccc1OCCOC,0.1,-2.0,-12%,-2%,11,-5%,6%,1%
CSc1ccc(/C=N/N2CCN(Cc3ccc(C)cc3C)CC2)cc1,-0.6,-2.2,1%,-2%,8,2%,12%,7%
O=C(c1ccc(S(=O)(=O)N2CCCC2)cc1)N(c1ccc(F)cc1)C1C=CS(=O)(=O)C1 (stereo not given),0.4,-0.4,15%,-11%,-1,-3%,-9%,10%
O=C(O)c1[nH]c(-c2ccccc2)c2c1C(=O)N(C1CC1)C2=O,0.9,2.7,-1%,-7%,-25,-10%,-14%,13%
CC[C@]12C(=O)N(C)C[C@H]([C@@H]3C(=O)N(Cc4ccccc4)C(=O)[C@@H]31)N2C(=O)c1ccc(F)cc1,1.7,-2.4,4%,5%,-4,-4%,4%,6%
COc1ccccc1N1CCN(S(=O)(=O)CCNC(=O)c2ccco2)CC1,0.3,1.8,0%,9%,0,-7%,7%,-3%
Cc1ccc(-c2cc(=O)c3cc(C)ccc3[nH]2)cc1,-0.2,0.1,0%,0%,0,-3%,-29%,0%
Cn1nc(C(F)(F)F)c(/C=N/OC(=O)c2ccccc2Cl)c1SCc1ccccc1Cl,-0.2,-3.0,-8%,-9%,7,-1%,9%,9%
Cc1nc2c(C#N)cnn2c2c1CCN(Cc1ccccc1)N2C,-1.2,-1.4,11%,?,-4,-15%,8%,4%
O=C(CNC(=O)c1cccc(OC(F)F)c1)OCc1cc(=O)n2cc(Br)ccc2n1,1.6,0.8,22%,-11%[57.1 µM],-56*,-28%,1%,7%
COc1ccc(Cl)cc1C(=O)CSc1nc(N)cc(N)n1,-1.1,-1.9,3%,-2%,-10,?,-2%,-4%
CCOC(=O)NC(=O)CSc1nc2ccccc2[nH]1,1.7,-0.2,9%,10%,2,-1%,-4%,-3%
Nc1n[nH]c(N)c1N=Nc1ccc(Cl)cc1,3.1,0.1,-16%,-9%,14,-4%,-1%,-7%
c1ccc(C2OCC3(CO2)COC(c2ccccc2)OC3)cc1 (stereo not given),0.3,-1.6,2%,7%,7,-4%,-16%,-13%
N/C(=N\OC(=O)c1ccc(Cl)cc1[N+](=O)[O-])c1cccnc1,-1.0,-0.1,0%,5%,0,-8%,9%,13%
CCCn1c(SCC(=O)N2CCCc3ccccc32)nc2c1c(=O)n(C)c(=O)n2C,-4.9,1.1,3%,10%,/,1%,-4%,-8%
Cc1ccc(-n2nnnc2SCc2ccccn2)cc1C,0.9,-0.4,-10%,1%,2,2%,0%,-8%
COc1ccc(-c2ccc(C(=O)NCc3ccc(F)c(F)c3)c3occc23)c(C)c1,0.6,-0.5,-13%,-7%,-6,-14%,4%,21%
CC(CNC(=O)CN1C(=O)COc2ccc(S(=O)(=O)N3CCCCC3)cc21)c1ccccc1 (stereo not given),1.0,-4.3,?,-12%,4,?,-5%,-1%
Cc1cc(Cn2nc(-c3ccccc3)cc2C(=O)NCc2cccc(Br)c2)on1,-2.0,-0.4,14%,0%,-7,-3%,2%,17%
O=C(NNc1c(Cl)cncc1Cl)c1cccs1,1.2,-0.2,?,-4%,-1,-11%,5%,8%
CCC(C)(C)NC(=O)C(c1ccc(OC)cc1)N(C(=O)CCC(=O)Nc1cc(C)on1)c1ccc(OC)c(OC)c1 (stereo not given),-0.6,0.4,-22%,-5%,-5,-4%,5%,4%
O=C(c1ccc2c(c1)OCO2)N(CC1CCCO1)C1(C(=O)NC2CCCC2)CCCCC1 (stereo not given),0.8,1.7,0%,2%,1,-2%,2%,-11%
O=C(C/C=N/OCc1c(Cl)cccc1Cl)c1ccccc1,-0.4,-2.9,-7%,-11%,-10,-7%,14%,17%
CCCCCCCCN1C(=O)[C@H](CC(=O)NCCc2ccccc2OC)C[C@@]2(C(=O)OCC)CCC=C12,/,-0.7,-18%,-9%,9,-21%,-16%,-12%
COc1ccc(N2CCN(C(=S)Nc3ccc(S(N)(=O)=O)cc3)CC2)cc1,-2.7,-0.4,-6%,-7%,-3,13µM*,-2%,6%
CN(C(=O)CCc1ccccc1F)C1CCCN(Cc2ccccc2F)C1 (stereo not given),-2.3,0.3,-4%,-22%,-29,3.4µM*,2%,2%

# Compounds from the list above with a Cl atom, in the order listed:
SMILES,CCT chaperon mod,IL-2 act,EPAC1 antagonist,WRN inhibitor,PI5P4Ka inh,PLK1 PBD block,EPAC1 ag,EPAC2 agonist
CCCCCCN1CCN(C2CN(Cc3cn(Cc4cccc(Cl)c4)nn3)S(=O)(=O)C2)CC1 (stereo not given),-0.5,-0.9,?,-9%,1,-17%,-1%,4%
CN(c1ccccc1)S(=O)(=O)c1ccc(Cl)c(C(=O)OCC(N)=O)c1,0.0,0.7,0%,8%,3,2%,-1%,5%
Cn1nc(C(F)(F)F)c(/C=N/OC(=O)c2ccccc2Cl)c1SCc1ccccc1Cl,-0.2,-3.0,-8%,-9%,7,-1%,9%,9%
COc1ccc(Cl)cc1C(=O)CSc1nc(N)cc(N)n1,-1.1,-1.9,3%,-2%,-10,?,-2%,-4%
Nc1n[nH]c(N)c1N=Nc1ccc(Cl)cc1,3.1,0.1,-16%,-9%,14,-4%,-1%,-7%
N/C(=N\OC(=O)c1ccc(Cl)cc1[N+](=O)[O-])c1cccnc1,-1.0,-0.1,0%,5%,0,-8%,9%,13%
O=C(NNc1c(Cl)cncc1Cl)c1cccs1,1.2,-0.2,?,-4%,-1,-11%,5%,8%
O=C(C/C=N/OCc1c(Cl)cccc1Cl)c1ccccc1,-0.4,-2.9,-7%,-11%,-10,-7%,14%,17%

# At a glance, two of the compounds above:
SMILES,CCT chaperon mod,IL-2 act,EPAC1 antagonist,WRN inhibitor,PI5P4Ka inh,PLK1 PBD block,EPAC1 ag,EPAC2 agonist
COc1ccc(N2CCN(C(=S)Nc3ccc(S(N)(=O)=O)cc3)CC2)cc1,-2.7,-0.4,-6%,-7%,-3,13µM*,-2%,6%
CN(C(=O)CCc1ccccc1F)C1CCCN(Cc2ccccc2F)C1 (stereo not given),-2.3,0.3,-4%,-22%,-29,3.4µM*,2%,2%

# Assay outcomes: PubChem, National Center for Advancing Translational Sciences (NCATS)

# This is a subset. The share of hits here may be higher or lower than overall.
